# Screens (PubChem)
# KB-V1 MDR tox: KB-V1 MDR subline cytotoxicity; KB-V1 MDR cells viability, CellTiter-Glo, 72 h; Potency, µM (doses to about 46.1 µM), without a hit: at the top dose activity change, negative = cytotoxicity, hits mostly cytotoxic; hit rate 3.4% among 400,000; AID 1347076; also: potency is read from the fitted curve at half-maximal effect; % is scaled to controls: 0 for no effect and ±100 for the full control effect; nearly all actives have a fitted effect of over 60% in size
#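 Readout: CellTiter-Glo luminescence, 10 min after addition. Cells: KB-V1 MDR subline, 72 h at 37 degrees C with compound. Analysis: corrected, normalized data fitted to concentration-effect curves.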
# WRN inhibitor: inhibitors of human WRN helicase. WRN helicase unwinding, fluorescent forked duplex, kinetic. Potency, µM (highest dose often 114 µM), inactives show at the highest dose activity change, negative = inhibition, most hits filed as inhibitors. hit rate 0.46% among 360,000; also: potency is read from the fitted curve at half-maximal effect; % is scaled to controls: 0 for no effect and ±100 for the full control effect; nearly all actives have a fitted effect of over 55% in size
# Target sequence (Q14191 whole entry, looked up): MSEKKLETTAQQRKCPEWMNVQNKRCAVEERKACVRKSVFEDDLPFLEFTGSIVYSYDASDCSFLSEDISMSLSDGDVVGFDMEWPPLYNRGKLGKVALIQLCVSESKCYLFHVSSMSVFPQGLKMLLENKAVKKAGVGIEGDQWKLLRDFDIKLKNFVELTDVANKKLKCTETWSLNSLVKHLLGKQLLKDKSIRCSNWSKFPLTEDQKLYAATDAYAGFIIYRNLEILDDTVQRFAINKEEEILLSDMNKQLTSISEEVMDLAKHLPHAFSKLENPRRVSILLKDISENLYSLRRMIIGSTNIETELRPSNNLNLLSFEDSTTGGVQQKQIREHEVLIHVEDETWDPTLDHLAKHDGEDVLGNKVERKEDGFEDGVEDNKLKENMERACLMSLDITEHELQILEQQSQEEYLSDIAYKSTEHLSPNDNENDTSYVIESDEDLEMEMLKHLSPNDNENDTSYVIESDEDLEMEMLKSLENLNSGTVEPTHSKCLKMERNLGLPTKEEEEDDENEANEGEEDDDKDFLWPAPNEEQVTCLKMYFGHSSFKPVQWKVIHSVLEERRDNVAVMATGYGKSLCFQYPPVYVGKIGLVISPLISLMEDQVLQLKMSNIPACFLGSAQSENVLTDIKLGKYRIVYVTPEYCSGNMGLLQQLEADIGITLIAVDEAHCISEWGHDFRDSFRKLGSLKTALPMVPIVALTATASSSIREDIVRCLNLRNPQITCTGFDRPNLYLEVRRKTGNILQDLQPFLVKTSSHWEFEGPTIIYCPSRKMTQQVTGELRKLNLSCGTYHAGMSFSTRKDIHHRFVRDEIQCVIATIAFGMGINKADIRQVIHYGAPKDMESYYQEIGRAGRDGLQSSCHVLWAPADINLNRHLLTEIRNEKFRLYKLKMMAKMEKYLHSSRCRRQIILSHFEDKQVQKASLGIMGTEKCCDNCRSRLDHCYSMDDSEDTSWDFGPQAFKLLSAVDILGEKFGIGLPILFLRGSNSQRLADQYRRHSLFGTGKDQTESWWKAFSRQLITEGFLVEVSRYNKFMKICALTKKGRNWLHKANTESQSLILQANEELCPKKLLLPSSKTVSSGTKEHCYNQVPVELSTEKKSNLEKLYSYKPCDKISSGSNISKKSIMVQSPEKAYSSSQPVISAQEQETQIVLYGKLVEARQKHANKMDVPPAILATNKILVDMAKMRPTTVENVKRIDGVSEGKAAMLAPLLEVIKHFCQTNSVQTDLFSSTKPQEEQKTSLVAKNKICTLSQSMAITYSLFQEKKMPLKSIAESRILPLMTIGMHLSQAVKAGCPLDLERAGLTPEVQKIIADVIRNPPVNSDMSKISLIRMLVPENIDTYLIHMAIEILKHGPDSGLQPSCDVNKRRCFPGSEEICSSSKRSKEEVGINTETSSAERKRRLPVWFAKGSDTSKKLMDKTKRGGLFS
#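 WRN at 20 nM final was preincubated with compound for 15 min at room temperature; reaction started with 100 nM forked duplex oligonucleotide carrying fluorophore and quencher plus 2 mM ATP (final). Unwinding followed kinetically by red fluorescence (ex 525/em 598 nm).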
# MCF10A rereplic: inducers of DNA re-replication in MCF 10A breast cells; MCF 10A DNA re-replication, Hoechst nuclear intensity, 48 h; Potency, µM (doses to about 46.1 µM), for the others: at the top dose activity, positive = re-replication, most hits filed as activators; hit rate 2.9% among 350,000; also: potency is read from the fitted curve at half-maximal effect; % of control where 0% means no effect; nearly all actives have a fitted effect of over 50% in size
# IL1B secr inh: inhibitors of inflammasome signaling (IL-1 beta secretion) | THP-1 LPS/ATP IL-1B secretion, AlphaLISA, 16 h; stronger effect = lower value | activity change, % at 57.5 µM | hit rate 4.7% among 360,000 | AID 743279; in the data active = activity change below about -50%; inconclusive = mostly about -30% to -49%; also: % is scaled to controls: 0 for no effect and ±100 for the full control effect
#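 Secreted IL-1B measured by AlphaLISA bead assay after 16 h compound exposure of THP-1 cells; compounds (final up to 57.5 uM) added 1 h before LPS (250 ng/mL) and ATP (1.25 mM) stimulation; lower signal means less secretion.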
# HT1080NT lethal: kills 2HG-producing HT-1080-NT fibrosarcoma cells | HT-1080-NT fibrosarcoma viability, CellTiter-Glo ATP luminescence, 48 h | Potency, µM (series often up to 46.1 µM), for inactives: top-dose activity, negative = less viability, usual class: cytotoxic | hit rate 1.6% among 360,000 | AID 686970;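 also: NT is the 2HG producing partner of a matched IDH1 knockdown line; potency is read from the fitted curve at half-maximal effect; 0% = DMSO-treated cells and -100% = media-only wells without cells; nearly all actives have a fitted effect of over 55% in size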
#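 750 cells/well, RPMI + 5% FBS; 2 h settle, compound pin-transfer, 48 h at 37 degrees C. CellTiter-Glo 10 min RT, luminescence. Normalized to DMSO and media-only wells.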
# ATXN2 expr inh: reduces ATXN2 reporter expression in HEK-293 cells | HEK-293 ATXN2-luciferase reporter, luminescence, 24 h | Potency, µM (top dose mostly 57 µM), for inactives: top-dose activity change, negative = inhibition, hits mostly inhibitors | hit rate 0.72% among 360,000; also: potency is read from the fitted curve at half-maximal effect; % is scaled to controls: 0 for no effect and ±100 for the full control effect; nearly all actives have a fitted effect of over 55% in size
#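 qHTS (up to 57 uM final) was run with 24 h compound exposure of reporter cells at 37 °C. Each well was multiplexed: SteadyGlo luminescence measured ATXN2-luciferase expression after a fluorogenic Gly-Phe-AFC viability readout (25 uM final).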
# KB-3-1 tox: kills parental KB-3-1 adenocarcinoma cells; KB-3-1 viability, CellTiter-Glo ATP luminescence, 72 h; Potency, µM (doses to about 46.1 µM), for inactives: top-dose activity change, negative = cytotoxic, hits mostly cytotoxic; hit rate 1.4% among 400,000; AID 1347075; also: potency is read from the fitted curve at half-maximal effect; % is scaled to controls: 0 for no effect and ±100 for the full control effect; nearly all actives have a fitted effect of over 60% in size
#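 Multi-concentration cytotoxicity screen in KB-3-1 cells grown in DMEM lacking phenol red with 10% FBS. After 72 h at 37 °C with compound, ATP-dependent luminescence was recorded.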
# HT1080 IDH1KD tx: HT-1080 IDH1 knockdown cell toxicity (counter line) | HT-1080 IDH1 knockdown viability, ATP luminescence, 48 h | Potency, µM (highest dose often 46.1 µM), inactives show top-dose activity, negative = toxicity, actives largely listed as cytotoxic | hit rate 2% among 360,000 | AID 686971;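 also: potency is read from the fitted curve at half-maximal effect; 0% = DMSO wells and -100% = cell-free medium wells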
#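 Assay cells: HT-1080 with IDH1 knockdown, 750 per well, RPMI/5% FBS. Exposure: 48 h at 37 °C following 2 h pre-incubation. Read: CellTiter-Glo luminescence; fitted concentration-response, curve class assigned.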
# SW480 rereplic: induces DNA re-replication in SW480 colon adenocarcinoma cells | SW480 DNA re-replication, Hoechst DNA content imaging, 48 h | Potency, µM (doses to about 46.1 µM), for the others: top-dose re-replication activation, actives largely listed as activators | hit rate 1.8% among 340,000; also: potency is read from the fitted curve at half-maximal effect; % of control where 0% means no effect; nearly all actives have a fitted effect of over 55% in size
#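 Cells (250 per well) received 23 nL compound or DMSO by pin tool and were kept 48 hr at 37 C, 5% CO2. Nuclei were then stained with Hoechst for 40 min and scanned for DNA content.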
# * hit, by the source's call; i = inactive; ? = inconclusive; / = no result given; [ ] = dose if it differs, or a comment. Unless noted, calls follow the shape of the dose curve; as a rule, active = well fitted curve in the direction sought with a large enough effect; inconclusive = small, poorly fitted or top-dose-only effect, or another doubt; inactive = no such curve, though single readings can be large; an effect the other way counts as inactive or inconclusive.
# Sample of the layout, two compounds:
SMILES,KB-V1 MDR tox,WRN inhibitor,MCF10A rereplic,IL1B secr inh,HT1080NT lethal,ATXN2 expr inh,KB-3-1 tox,HT1080 IDH1KD tx,SW480 rereplic
CN(C)/N=C/C=C1\CC/C(=C\c2ccc(Br)cc2)C1=O,0%,-9%,-2%,-11,0%,22%,0%,14%,?
Cc1ccc(-n2nc3c(=O)n(CCCC(=O)NCCc4ccccc4)nc(C)c3c2C)cc1,-1%,-4%,1%,-21,-4%,6%,-7%,0%,-8%

# The list itself (from the top)
SMILES,KB-V1 MDR tox,WRN inhibitor,MCF10A rereplic,IL1B secr inh,HT1080NT lethal,ATXN2 expr inh,KB-3-1 tox,HT1080 IDH1KD tx,SW480 rereplic
CN(C)/N=C/C=C1\CC/C(=C\c2ccc(Br)cc2)C1=O,0%,-9%,-2%,-11,0%,22%,0%,14%,?
Cc1ccc(-n2nc3c(=O)n(CCCC(=O)NCCc4ccccc4)nc(C)c3c2C)cc1,-1%,-4%,1%,-21,-4%,6%,-7%,0%,-8%
O=C(NCCCCCc1nc2ccccc2[nH]1)c1ccccc1Cl,-2%,-1%,-1%,-11,-2%,-31%,1%,0%,-3%
CC(Oc1ccc(Cl)cc1Cl)C(=O)N(C)c1ccccc1 (stereo unspecified),3%,1%,-3%,31,-5%,/,-1%,6%,-61%[inhibitor]
O=C(c1ccco1)N1CCN(CC2CC3C=CC2C3)CC1 (stereo unspecified),?,10%,20%,1,16%,29%,3%,-2%,-2%
Cc1nc(C)c(C(=O)OCC(=O)N2CCN(c3ccccc3)CC2)s1,?,-5%,10%,-4,-1%,-4%,3%,5%,-10%
CCOc1ccc(N=Cc2ccc([N+](=O)[O-])cc2)c(O)c1,?,1%,/,-52*,-19%,/,0%,-14%,/
Cc1ccc(O)c(Cn2nnc3ccccc32)c1,6%,3%,-10%,37,1%,4%,-3%,2%,-11%
OCC1(CCOc2ccccc2)CCN(Cc2cn[nH]c2-c2ccc(F)cc2)CC1,7%,-11%,16%,-57*,?,-20%,-12%,23µM*,?
CC(=O)Nc1ccc(S(=O)(=O)NCCC(=O)OCC(=O)N2CCN(C(=O)c3ccco3)CC2)cc1,6%,?,0%,0,0%,1%,4%,5%,-3%
C/C(NCCc1ccc(O)cc1)=C1/CCOC1=O,0%,4%,/,-29,9%,/,?,13%,/
Cc1c(NC(=O)c2ccc3c(c2)OCO3)cccc1-c1nc2ccccc2s1,-26%,4%,1%,3,-1%,-2%,-8%,-3%,-2%
COCc1c(Br)c(C)nc(OCC(=O)O)c1C#N,3%,0%,5%,5,4%,-2%,3%,11%,-2%
CCn1nnnc1SCC(=O)N1CCc2ccccc21,-11%,-5%,6%,4,-2%,2%,10%,0%,2%
CCN(CCNC(=O)CC1Oc2ccccc2NC1=O)c1ccccc1 (stereo unspecified),0%,-4%,-3%,-6,5%,1%,-2%,7%,2%
Cc1ccc(N2C(=O)S/C(=C/c3cn(C)c4ccccc34)C2=O)cc1,3%,11%,12%,20,0%,24%,12%,3%,-2%
Cc1ccc2[nH]c3c(c2c1)CN(C(=O)CN1c2ccc(F)cc2CCC1C)CC3 (stereo unspecified),?,-15%,?,-21,?,?,?,?,?
Cc1nonc1NC(=O)CSc1nnc(-c2ccoc2C)n1CC(C)C,2%,-1%,-1%,11,7%,3%,0%,2%,-13%
Cc1ccc(S(=O)(=O)N2CCOCC2)cc1NC(=O)COC(=O)c1ccc(OCc2c(C)noc2C)cc1,?,4%,18%,i,15%,48%[activator],-11%,29%,-7%
Cc1ccc(-c2n[nH]c(=O)c3ccccc23)cc1S(=O)(=O)NCC1CCCO1 (stereo unspecified),-25%,0%,20%,23,-12%,-11%,?,-17%,-7%
O=C(Cc1ccc(S(=O)(=O)N2CCOCC2)s1)NCCC(c1ccccc1)c1ccccc1,?,-24%,?,17,-1%,-5%,6%,-15%,2%
CN(C)CCNc1nc2sc3c(c2c(=O)n1-c1ccccc1)CCCCC3,-21%,1%,?,/,?,-25%,-16%,?,-1%
COc1nnc(-c2ccc(N3CCOCC3)c(NC(=O)C3CCCCC3)c2)c2ccccc12,-12%,5%,-2%,0,-1%,-7%,-4%,-3%,-4%
CCOC(=O)C1(Cc2ccccc2Cl)CCN(C(=O)c2cnccn2)CC1,?,1%,-16%,0,12%,125%[activator],3%,2%,-24%
CCc1nnc2n1N=C(c1ccc(Cl)cc1)CS2,4%,5%,-2%,-14,13%,-17%,7%,0%,-19%
Cc1ccccc1C(=O)NNC(=O)C1CCN(c2ncccn2)CC1,0%,7%,-3%,13,?,10%,22%,20%,?
Cc1cc2c(c(/C=C/C(=O)c3ccccc3)c1)OC1(C=C2)Oc2ccccc2C(=O)N1C (stereo unspecified),?,13%,5.6µM*,-104*,?,?,16µM*,?,3.7µM*
Cc1ccc(-n2c(CCc3ccccc3)n[nH]c2=S)cc1C,-4%,-33%,1%,20,9%,-2%,-18%,-1%,-24%
O=C(CSc1nnc(-c2ccccn2)n1Cc1ccccc1)N1CCOCC1,-18%,8%,-4%,-2,8%,/,1%,-2%,3%
CSc1nsc(SC)c1NC(=O)N1CCCC1,12%,5%,-1%,0,9%,3%,10%,-3%,-5%
Cc1ccc(NC(=O)CSCC(N)=O)cc1C,7%,4%,?,-1,5%,-12%,4%,-3%,?
O=C(CN1C(=O)COc2ccc(S(=O)(=O)N3CCCCC3)cc21)NCc1ccc(Cl)cc1,-19%,-2%,3%,31,-14%,-14%,-11%,-25%,15%
Cc1cccc(OC(=O)c2sc3ncn(C)c(=O)c3c2C)c1,-4%,8%,15%,-6,9%,34%,7%,-8%,-15%
CS(=O)(=O)N(Cc1ccccc1Cl)c1ccc(C(=O)NCc2ccccn2)cc1,?,-23%,-1%,9,-1%,-9%,18%,1%,?
NC(=O)CSc1nnc(NC(=O)c2cccc(S(=O)(=O)N3CCCCC3)c2)s1,7%,-5%,-46%[inhibitor],1,19%,-1%,0%,19%,-20%
C[N+]1(C)CC[C@H](OC(=O)[C@@](O)(c2ccccc2)C2CCCC2)C1,5%,-4%,12%,14,-3%,-2%,0%,-17%,22%
CCOC(=O)c1ccc(S(=O)(=O)NNc2ccc(C(F)(F)F)cn2)cc1,?,-3%,2%,15,-1%,10%,0%,1%,6%
Cc1cc(C)nc(/N=C(\N)Nc2ccc(OCc3ccccc3)cc2)n1,?,46%[activator],?,-93*,18µM*,?,?,?,?
Cn1nnnc1Sc1ncnc2scc(-c3ccc(C#N)cc3)c12,?,/,?,/,/,10µM*,?,/,2%
CCCNC(=O)C(Cc1ccc(OC)cc1)NC(=O)c1ccc(Cl)cc1 (stereo unspecified),-8%,0%,30%,22,-2%,7%,11%,5%,-3%
COc1ccc(N2CCOCC2)c(NC(=O)c2ccc3c(c2)OCO3)c1,-11%,8%[57.1 µM],2%,-9,4%,-25%,16%,0%,-3%
Cc1ccc(N2CC(C(=O)N3CCC(C(=O)NCCCOC(C)C)CC3)CC2=O)cc1 (stereo unspecified),8%,7%,0%,5,16%,-3%,9%,11%,-2%
Cc1cccc(CN2CCCC(C(=O)Nc3ccccc3Oc3cccnc3)C2)c1 (stereo unspecified),1%,3%,6%,-56*,-19%,-20%,-7%,-19%,0%
CCCc1cc(=O)[nH]c(SC(C)C(=O)N2c3ccccc3CC2C)n1 (stereo unspecified),-12%,-2%,17%,17,0%,-11%,-7%,-1%,-62%[inhibitor]
CN(C)CCN(CC1CCCN(Cc2ccccc2F)C1)C(=O)c1ccc(Cl)cc1 (stereo unspecified),-7%,2%,?,?,?,-3%,-3%,?,7%
COC(=O)c1ccc(OCCN2C3=NCCN3c3ccccc32)cc1,0%,7%,10%,?,-18%,-10%,-1%,?,-11%
CC(=O)N(C)c1ccc(N=Nc2ccc3ncccc3c2)cc1,?,0%,10%,?,-26%,?,-23%,-24%,3%
S=c1nc(C2CCCCC2)[nH]c2ccccc12,13%,-3%,4%,33,-2%,2%,5%,-27%,-3%
O=C(CN(C(=O)CCC(=O)Nc1ccccn1)c1ccc(F)cc1)NCc1ccc(F)cc1,?,-6%,-1%,12,-17%,-7%,0%,-10%,9%
CC1CCCCN1C(=O)CSc1nnc(-c2cccnc2)n1C1CCCCC1 (stereo unspecified),15µM*,-4%,0%,-14,12%,1%,-8%,5%,-1%
Cc1c(C(=O)OCC(=O)N2CC(C)CC(C)C2)oc2ccccc12 (stereo unspecified),-10%,-9%,4%,-16,-1%,5%,-6%,-1%,-51%[inhibitor]
N#Cc1c(NC(=O)c2cc([N+](=O)[O-])ccc2N2CCOCC2)sc2c1CCCC2,-19%,-3%,17%,-14,-14%,1%,4%,7%,-13%
CC1(c2nnnn2-c2ccc3c(c2)OCCO3)CCC(=O)N1CC(F)(F)F (stereo unspecified),-2%,7%,/,60,13%,61%[activator],17%,12%,/
COc1ccc(-c2oc3ccccc3c2C#Cc2cncn2C)cc1,?,0%,18µM*,?,?,?,-13%,?,?
COc1ccccc1-c1c(C)nn2c(N3CCN(Cc4ccccc4)CC3)cc(C)nc12,?,-11%,?,-20,?,-30%,?,?,?
CN(C(=S)Nc1ccccc1)c1ccccc1,-17%,0%,?,31,28%,8%,7%,29%,-701%[inhibitor]
COc1ccccc1C(=O)Nc1nc(C)cc(C)n1,8%,2%,?,-2,22%,3%,-10%,17%,-2%
O=C(/C=C/Nc1ccccc1C(F)(F)F)c1ccco1,-3%,-8%,-11%,9,4%,51%[activator][11.3 µM],4%,5%,-3%
